CXCR6 block: CXCR6 receptor inhibitors, primary screen, cell-based, beta-arrestin, luminescence, CHO-K1 PathHunter, 1536-well; hit rate 0.36% among 360,000; inhibition, % at 20 µM; C-X-C chemokine receptor type 6 (Homo sapiens), O00574; in the data active = inhibition above about 34%, passing the limit was not always enough;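 also: antagonist mode with CXCL16 agonist at 10 nM final; 0% = 10 nM CXCL16 with DMSO and 100% = unstimulated wells without agonist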
Target sequence (O00574 whole entry, looked up): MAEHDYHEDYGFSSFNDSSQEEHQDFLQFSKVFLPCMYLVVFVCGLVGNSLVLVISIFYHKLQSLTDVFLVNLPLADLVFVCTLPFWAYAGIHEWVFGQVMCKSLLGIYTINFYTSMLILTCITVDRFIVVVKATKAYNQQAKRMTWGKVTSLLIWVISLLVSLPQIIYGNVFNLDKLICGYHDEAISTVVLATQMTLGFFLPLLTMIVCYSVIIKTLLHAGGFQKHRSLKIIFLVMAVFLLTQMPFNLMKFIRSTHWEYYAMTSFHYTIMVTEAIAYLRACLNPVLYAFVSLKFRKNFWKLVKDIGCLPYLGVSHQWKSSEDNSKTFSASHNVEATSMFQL
A3G deaminase: APOBEC3G DNA deaminase inhibitors, primary screen, biochemical, fluorescence, single-stranded DNA substrate, uHTS | recombinant A3G, ssDNA deamination FAM/TAMRA fluorescence | inhibition, % at 20 µM | hit rate 0.28% among 330,000 | AID 493012, 2011;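 active = inhibition of at least 40% at 20 µM, with no more than 30% in the related APOBEC3A deaminase screen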;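 also: plate controls were DMSO wells with A3G for no effect and wells lacking A3G enzyme for full effect; some compounds called inactive have numbers as strong as hits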
GRIN3A LBD mod: binders of NR3A ligand-binding domain, primary screen, biophysical, differential scanning fluorimetry, uHTS; Glutamate receptor ionotropic, NMDA 3A (GRIN3A) ligand-binding domain; NR3A LBD differential scanning fluorimetry, Tm shift; 0% = protein alone, 100% = glycine-bound protein; Tm shift relative to glycine control, % at 25 µM; hit rate 2.5% among 340,000;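 active = melting temperature shift of at least 10% of the positive control shift, at one fixed dose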
EBI2 antag: EBI2 receptor antagonists, beta-arrestin recruitment, primary screen, cell-based, luminescence, 7a,25-OHC stimulation, uHTS | G-protein coupled receptor 183 (Homo sapiens), P32249 | 7a,25-OHC stimulated | inhibition, % at 5 µM | hit rate 0.81% among 360,000 | AID 651636, 2012; in the data active = inhibition above about 38%;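 also: enzyme fragment complementation signal reports receptor beta-arrestin coupling in cells; 0% = agonist plus DMSO wells and 100% = wells without agonist; some results beyond the cut were filed as inactive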
Target sequence (P32249 whole entry, looked up, the tested form may be a part): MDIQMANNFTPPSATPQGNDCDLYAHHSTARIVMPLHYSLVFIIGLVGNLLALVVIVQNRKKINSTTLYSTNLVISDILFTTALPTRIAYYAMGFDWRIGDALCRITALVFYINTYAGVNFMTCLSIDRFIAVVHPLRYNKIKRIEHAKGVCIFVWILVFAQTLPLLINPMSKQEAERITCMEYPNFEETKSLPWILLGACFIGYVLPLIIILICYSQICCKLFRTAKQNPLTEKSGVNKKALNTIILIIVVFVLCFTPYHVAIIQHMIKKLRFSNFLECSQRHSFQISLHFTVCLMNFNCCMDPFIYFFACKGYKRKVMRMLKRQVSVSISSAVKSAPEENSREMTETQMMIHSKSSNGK
APOBEC3A inh: APOBEC3A ssDNA deaminase inhibitors, primary screen, selectivity assay for APOBEC3G inhibitor project, biochemical, FAM/TAMRA oligo cleavage fluorescence | DNA dC->dU-editing enzyme APOBEC-3A (Homo sapiens), P31941 | recombinant A3A, FAM/TAMRA ssDNA deamination fluorescence | inhibition, % at 20 µM | hit rate 0.41% among 330,000;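 active = at least 40% inhibition at 20 µM here, with at most 30% in a related deaminase screen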;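 also: plate controls were A3A with DMSO for no effect and wells lacking A3A enzyme for full effect; some results filed as inactive read as strong as hits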
MPTP inh: mitochondrial permeability transition pore inhibitors, primary screen, biochemical, isolated mouse mitochondria, absorbance; Ca2+ swelling absorbance, 30 min; inhibition, % at 10 µM; hit rate 1.4% among 360,000;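 active = inhibition of 50% or more, scaled per plate between neutral and stimulator controls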;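 also: 0% = DMSO wells given calcium and 100% = 1 mM EGTA wells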
CCR6 antag: CCR6 receptor antagonists, primary screen, cell-based, CHO-K1, luminescence, beta-arrestin, uHTS. AID 493098, 2011. hit rate 0.49% among 340,000. CHO-K1 CCR6 PathHunter beta-arrestin, CCL20-stimulated. C-C chemokine receptor type 6 (Homo sapiens), P51684. inhibition, % at 20 µM;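 active = compounds whose inhibition of the agonist-driven luminescence signal at 20 µM reaches about 50%, limit read from the data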;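 also: cells stimulated with CCL20 at 14 nM final; plate controls were DMSO with CCL20 for no effect and DMSO without agonist for full effect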
Target sequence (P51684 whole entry, looked up): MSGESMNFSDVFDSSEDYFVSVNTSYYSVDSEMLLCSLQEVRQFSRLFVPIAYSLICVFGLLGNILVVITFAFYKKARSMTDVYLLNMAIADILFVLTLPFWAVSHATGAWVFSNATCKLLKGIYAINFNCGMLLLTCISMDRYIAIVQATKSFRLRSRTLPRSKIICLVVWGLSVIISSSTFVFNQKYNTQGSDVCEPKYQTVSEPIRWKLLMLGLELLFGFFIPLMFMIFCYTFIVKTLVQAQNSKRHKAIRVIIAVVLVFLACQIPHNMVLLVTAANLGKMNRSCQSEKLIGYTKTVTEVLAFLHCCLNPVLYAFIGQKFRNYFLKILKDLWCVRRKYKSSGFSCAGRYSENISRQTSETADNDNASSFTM
Gli-Sufu antag: Gli-Sufu pathway antagonists, primary screen, luciferase luminescence, Sufu-KO-LIGHT cells, uHTS; Sufu-KO-LIGHT fibroblasts, Gli luciferase reporter luminescence; inhibition, % at 5 µM; hit rate 0.74% among 340,000; AID 588413, 2011;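 active = inhibition above about 55%, limit read from the data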;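 also: 0% = DMSO-treated cells and 100% = wells with medium but no cells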
The depositor's hits bear a star; . = no result given. An excerpt, so the mix of outcomes need not match the whole.

SMILES	CXCR6 block	A3G deaminase	GRIN3A LBD mod	EBI2 antag	APOBEC3A inh	MPTP inh	CCR6 antag	Gli-Sufu antag
O=C1NC(=O)N(c2ccccc2)C(=O)/C1=C/c1ccc(Sc2ccccc2)o1	14	.	4	24	.	51*	29	4
O=C1/C(=C\c2cc3c(cc2Cl)OCO3)N2CCC1CC2	9	-8	-2	-6	2	-2.4	0	-4
CCOP(=O)(OCC)C(C)(C)NC(=O)C(Cl)(Cl)Cl	6	4	-3	-1	3	-0.3	5	-19
Cc1ccccc1CCNCc1cc2cccc(C)c2[nH]c1=O	3	-4	0	8	-2	39	20	24
O=C1C2C3CCC(O3)C2C(=O)N1c1cccc(F)c1 (centres undefined)	-8	-4	-1	2	0	-0.8	3	50
O=c1[nH]c(=O)n(Cc2ccccc2)c(O)c1C=NCCN1CCOCC1	9	-4	3	-2	-3	-0.3	6	0
CCCCn1c(O)c(C(C)=Nc2ccc3c(c2)CCC3)c(=O)[nH]c1=O	-7	-3	-1	4	-5	6.3	-2	-3
Cc1cccc(-n2c(O)c(C=NCCN3CCNCC3)c(=O)[nH]c2=S)c1	-9	1	-2	-8	3	0.2	-4	8
Clc1cccc(CN2CCCCC2c2cccnc2)c1 (centres undefined)	0	0	0	-5	-1	0.0	18	11
COc1ccc(-c2n(-c3ccccn3)c3ccccc3[n+]2-c2ccccn2)cc1	15	.	2	5	.	1.3	8	-1
O[C@@H]1CCCN2CCc3c([nH]c4ccccc34)[C@H]12	-2	.	0	-4	.	-0.9	-3	-5
CCOc1cc(-c2nc3c(C)cccn3c2NCC2CCCO2)ccc1O (centres undefined)	14	-3	-3	-2	-2	0.3	16	7
COC(=O)C1=C(c2cc3ccccc3o2)C[C@@H]2CC[C@H]1N2C(=O)NCCCOC(C)C	5	-1	0	-2	2	-2.2	5	-5
CCOC(=O)/C(=N\Nc1ccccc1)N1CC1	7	-1	-1	-2	0	2.2	-3	3
COc1ccc2c(c1OC)C(=O)O[C@H]2[C@@H]1c2cc3c(cc2CCN1C)OCO3	5	-3	-2	-1	1	-0.1	10	-5
O=C(O)c1cn(Cc2ccccc2)nc1-c1ccccc1	2	-8	1	4	-7	1.1	-7	14
Cc1cc(Oc2ccc(C(F)(F)F)cc2[N+](=O)[O-])c2c3c(c(=O)oc2c1)CCCC3	3	-7	-3	-5	-2	7.5	11	-7
CC(C)CCNC(=O)CN1C(=O)CN=C(c2ccccc2)c2ccccc21	6	-5	-3	-4	-3	1.4	13	-1
CCCCCCn1c(O)c(C=NCCCn2ccnc2)c(=O)[nH]c1=O	-5	-2	0	-9	-4	4.4	-6	1
Cc1cc(OC(=O)CCCNC(=O)OC(C)(C)C)c2c3c(c(=O)oc2c1)CCC3	-2	-6	3	-5	3	11	4	6
c1ccc(CNC2=NCCS2)cc1	-1	-6	1	-24	-5	-3.7	-11	-2
CN1CCN(c2nc3ccccc3o2)CC1	-6	-1	0	-1	2	1.8	-1	-8
O=c1c2cc(Br)ccc2[nH]c(=S)n1-c1ccccc1	-2	-10	0	-1	-1	0.1	10	7
CCOP(=O)(Cc1ccc(C#N)o1)OCC	-3	-1	1	-5	1	1.1	-15	-2
COC(=O)C(O)(c1ccc(NC(=O)c2cccs2)c(C)c1)C(F)(F)F (centres undefined)	-2	-6	-4	-5	-3	-0.8	-1	1

Continuation:
SMILES	CXCR6 block	A3G deaminase	GRIN3A LBD mod	EBI2 antag	APOBEC3A inh	MPTP inh	CCR6 antag	Gli-Sufu antag
COc1ccc(C2CN(C)CC2C(=O)c2ccc(F)cc2)cc1Cl (centres undefined)	5	-6	-4	4	0	25	15	9
COc1ccc(S(=O)(=O)Cc2ccc(C(=O)N3CCC4(CC3)OCCO4)o2)cc1	2	-2	1	0	-3	2.1	-6	10
CCOC(=O)[C@]12Cc3cc(OC)c(OC)cc3[C@H]1N(Cc1ccccc1)C(=O)c1ccccc12	23	.	-1	5	.	-0.4	24	1
COc1cc(OC)c(OC)cc1CNCCc1cccc(F)c1	-3	-10	1	-1	-1	-1.9	7	12
O=C1NC(=O)N(Cc2ccccc2)C(=O)/C1=C/N1CCCc2ccccc21	0	-4	-32	6	-2	0.8	8	-2
Cc1nn(Cc2ccccc2Cl)c(C)c1C(=O)NC1CCCc2ccccc21 (centres undefined)	3	-1	-1	-4	-2	-1.3	0	-12
COc1ccc(N2C(=O)C(=O)N(c3ccc(OC)cc3)P2(=O)N(CCCl)CCCl)cc1	-2	.	0	-2	.	0.3	-1	4
O=[N+]([O-])c1ccc(N2CCNCC2)c(Cl)c1	-6	-8	-3	-2	0	0.2	-2	15
Cc1ccc(C)c(CN2CCC(n3nnc4cc(F)ccc43)CC2)c1	-1	-2	.	17	-1	0.8	22	5
Cc1ccc(-c2nc3ccccc3c(=O)n2-c2ncccc2C)cc1	5	-5	-2	10	-2	1.5	-7	3
COc1cccc(-n2c(O)c(C=NCCN3CCNCC3)c(=O)[nH]c2=S)c1	-1	-7	1	5	-3	-0.3	10	10
CCn1cc(C=C2C(=O)N(C)C(=O)N(C)C2=O)c2ccccc21	8	4	3	7	-7	0.4	0	2
O=C(O)c1cccc(NC(=O)N2C[C@H]3C[C@@H](C2)c2cccc(=O)n2C3)c1	-2	-8	-2	-2	-1	-4.0	8	1
CN1CCC(N(C)c2ccc(C(N)=O)cc2[N+](=O)[O-])CC1	-6	-10	-1	0	0	-0.4	1	8
Cc1nn(Cc2ccccc2)c(Cl)c1C(=O)OC(C)C(=O)Nc1ccc(F)cc1Cl (centres undefined)	5	-1	1	15	-1	3.6	13	7
COc1cc2c(C(=O)N3CCN(C)CC3)c(C)n(C)c2cc1Br	6	4	0	-3	-1	-1.7	-12	-2
O=c1[nH]c(=O)n(CCC2=CCCCC2)c(O)c1C=NC1CCN(Cc2ccccc2)CC1	-9	-8	-4	5	-4	48	6	12
N#CC(C#N)=Cc1cccnc1	0	-12	-1	5	-2	0.3	2	1
O=C1NC(=O)N(Cc2ccc(F)cc2)C(=O)/C1=C/c1cccs1	0	-2	-2	-14	10	-1.2	-11	1
CC(C)=CCOc1c2occc2cc2ccc(=O)oc12	-2	-12	0	-5	-6	-0.1	11	4
COC(=O)C1=C(c2ccc(OC)c(OC)c2)C[C@@H]2CC[C@H]1N2C(=O)NCCOc1ccccc1Cl	5	-10	-2	-2	-3	-0.7	1	17
COc1ccc2c(c1O)-c1c(OC)c(OC)cc3c1[C@H](C2)N(C)CC3	-4	-6	-1	-5	-6	-0.8	-2	1
Cc1cc(/C=C2/C(=O)NC(=O)N(Cc3ccco3)C2=O)c(C)n1-c1ccccc1	11	2	-3	-1	13	3.6	17	-7
O=C1NC(=O)C(Nc2ccc(Cl)c(Cl)c2)C(=O)N1	2	.	2	-13	.	1.7	-1	-11
COc1cc(CN=Cc2c(O)n(C(C)(C)C)c(=O)[nH]c2=O)cc(OC)c1	1	-7	0	10	-1	1.8	18	-5

The results go on:
SMILES	CXCR6 block	A3G deaminase	GRIN3A LBD mod	EBI2 antag	APOBEC3A inh	MPTP inh	CCR6 antag	Gli-Sufu antag
CCN1CCN(c2cc(N3CCCC3)c(F)cc2[N+](=O)[O-])CC1	2	-7	-2	-2	-2	0.5	10	18
C=CCn1c(O)c(C(CC)=NCCc2c[nH]c3ccccc23)c(=O)[nH]c1=O	-15	0	-2	18	-2	2.9	4	9
CCCc1cc(=O)oc2cc(OCC(=O)N3C[C@H]4C[C@@H](C3)c3cccc(=O)n3C4)ccc12	-7	-5	1	1	0	-1.4	-2	3
O=C(Cc1ccccc1)OCC(=O)N1CCN(S(=O)(=O)c2ccc(Cl)cc2)CC1	1	-14	2	-7	-3	0.2	3	5
O=[N+]([O-])c1ccc(N2CCOCC2)c2cccnc12	1	-8	-3	-7	-4	0.8	18	2
CC(C(=O)O)N(C(=O)c1ccccc1)c1ccc(F)c(Cl)c1 (centres undefined)	-6	4	1	-2	3	-3.3	2	1
Cc1ccc(-c2cc(-c3ccccc3)cc(-c3ccccc3)[n+]2-c2ccc(C(=O)O)cc2)cc1	-7	-6	1	-4	3	-0.5	4	-4
CCCCNS(=O)(=O)c1ccc(OCC(=O)N2CCN(Cc3ccc4c(c3)OCO4)CC2)cc1	-12	-3	2	-7	1	29	-1	46
Cc1ccc(CN(Cc2ccccc2)C(=S)NCC(=O)N2CCC3(CC2)OCCO3)o1	9	-6	-3	21	4	4.4	8	9
Clc1cccc(Cl)c1CN1CCN(c2ccccc2)CC1	-3	-3	-1	14	0	0.3	5	-4
Cc1ccc(CS(=O)(=O)Cc2ccc(C(=O)N3CCC4(CC3)OCCO4)o2)cc1	-8	0	-1	-10	-1	-0.7	6	-2
COc1ccc(CC2(CCc3ccccn3)C(=O)NC(=O)N(c3ccccc3C)C2=O)cc1OC (centres undefined)	0	-6	-4	6	-4	-0.6	14	10
CCOc1ccc2nc(N=Nc3c(O)[nH]c(=O)[nH]c3=O)sc2c1	18	-5	0	-8	1	4.6	35	-1
Cc1ccc(NC(=O)c2cc(-c3ccccc3)n(CCCN3CCOCC3)c2C)cc1	6	-8	3	16	-5	1.2	8	9
CC(=O)N1CC(=O)Nc2ccc(Cl)cc2C1c1ccc(F)cc1 (centres undefined)	-1	-5	2	-7	-3	-1.8	2	-2

Compounds from the list above that contain an aryl methoxy group:
SMILES	CXCR6 block	A3G deaminase	GRIN3A LBD mod	EBI2 antag	APOBEC3A inh	MPTP inh	CCR6 antag	Gli-Sufu antag
COc1ccc(-c2n(-c3ccccn3)c3ccccc3[n+]2-c2ccccn2)cc1	15	.	2	5	.	1.3	8	-1
COc1ccc2c(c1OC)C(=O)O[C@H]2[C@@H]1c2cc3c(cc2CCN1C)OCO3	5	-3	-2	-1	1	-0.1	10	-5
COc1ccc(C2CN(C)CC2C(=O)c2ccc(F)cc2)cc1Cl (centres undefined)	5	-6	-4	4	0	25	15	9
COc1ccc(S(=O)(=O)Cc2ccc(C(=O)N3CCC4(CC3)OCCO4)o2)cc1	2	-2	1	0	-3	2.1	-6	10
CCOC(=O)[C@]12Cc3cc(OC)c(OC)cc3[C@H]1N(Cc1ccccc1)C(=O)c1ccccc12	23	.	-1	5	.	-0.4	24	1
COc1cc(OC)c(OC)cc1CNCCc1cccc(F)c1	-3	-10	1	-1	-1	-1.9	7	12
COc1ccc(N2C(=O)C(=O)N(c3ccc(OC)cc3)P2(=O)N(CCCl)CCCl)cc1	-2	.	0	-2	.	0.3	-1	4
COc1cccc(-n2c(O)c(C=NCCN3CCNCC3)c(=O)[nH]c2=S)c1	-1	-7	1	5	-3	-0.3	10	10
COc1cc2c(C(=O)N3CCN(C)CC3)c(C)n(C)c2cc1Br	6	4	0	-3	-1	-1.7	-12	-2
COC(=O)C1=C(c2ccc(OC)c(OC)c2)C[C@@H]2CC[C@H]1N2C(=O)NCCOc1ccccc1Cl	5	-10	-2	-2	-3	-0.7	1	17
COc1ccc2c(c1O)-c1c(OC)c(OC)cc3c1[C@H](C2)N(C)CC3	-4	-6	-1	-5	-6	-0.8	-2	1
COc1cc(CN=Cc2c(O)n(C(C)(C)C)c(=O)[nH]c2=O)cc(OC)c1	1	-7	0	10	-1	1.8	18	-5
COc1ccc(CC2(CCc3ccccn3)C(=O)NC(=O)N(c3ccccc3C)C2=O)cc1OC (centres undefined)	0	-6	-4	6	-4	-0.6	14	10
